Screening results from PubChem BioAssay.
G9a inh – blocks human histone lysine methyltransferase G9a | Q96KQ7 | Potency, µM (highest dose often 102 µM), for inactives: at the highest dose activity, negative = inhibition, usual class: inhibitors | G9a H3K9 monomethylation, AlphaScreen, 2 h | hit rate 8.8% among 350,000; also: potency is read from the fitted curve at half-maximal effect; % is scaled to controls: 0 for no effect and ±100 for the full control effect; nearly all actives have a fitted effect of over 75% in size
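Methyltransferase reactions run at room temperature for 2 h (20 nM enzyme, 500 nM biotin-H3K9 peptide, 20 uM SAM) after a 15 min compound preincubation; product detected by AlphaScreen beads and anti-H3K9me1 antibody.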
BAZ2B block – blocks human BAZ2B; Q9UIF8; AlphaScreen BAZ2B-H3K14Ac peptide displacement; Potency, µM (top dose mostly 114 µM), inactives show at the highest dose activity change, negative = inhibition, actives largely listed as inhibitors; hit rate 4.4% among 360,000; also: potency is read from the fitted curve at half-maximal effect; % is scaled to controls: 0 for no effect and ±100 for the full control effect; nearly all actives have a fitted effect of over 60% in size
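In this displacement format the biotinylated H3(5-23) peptide acetylated at Lys14 serves as ligand at 50 nM, with BAZ2B at 50 nM in PBS pH 7.4 containing 0.01% Tween-20. Donor and acceptor beads are 10 ug/mL final.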
ERG-DNA inh – inhibitors of human ERG Ets domain-DNA interaction | P11308 | hit rate 0.028% among 370,000 | fluorescence polarization, His-ERG Ets domain / labelled DNA | AID 624246 | Potency, µM (doses to about 76.9 µM), for inactives: at the highest dose FP activity, negative = inhibition, usual class: inhibitors; active = well fitted inhibition curve with a large enough effect in the polarisation, with a control signal flat; inconclusive = small, poorly fitted or top-dose-only effect, or effect the other way, or a change in a side signal; inactive = no such curve, though single readings can be large or run the other way; the % refers to the polarisation;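 also: polarization taken with two DNA probes labelled with fluorescein and Texas red; potency is read from the fitted curve at half-maximal effect; % of control where 0% means no effect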
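His-tagged ERG Ets domain (1 uM in the protein solution; 300mM KCl, 50mM Tris-HCl, 1mM EDTA, 1mM DTT, pH 7.5) received compound, then a probe mix of 5 nM fluorescein-DNA and 100nM Texas-615-DNA. Fluorescence polarization was read for both dyes.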
RGS4 inh – human RGS4 inhibition. Transcreener GDP fluorescence polarization, RGS4-accelerated GTP hydrolysis. AID 504845. Potency, µM (titrated, usually from 114 µM), for inactives: at the top dose activity change, negative = inhibition, actives largely listed as inhibitors. hit rate 0.039% among 390,000; also: potency is read from the fitted curve at half-maximal effect; % is scaled to controls: 0 for no effect and ±100 for the full control effect; nearly all actives have a fitted effect of over 75% in size; some results filed as inactive show a strong effect at the top dose
Target sequence (P49798 whole entry, looked up): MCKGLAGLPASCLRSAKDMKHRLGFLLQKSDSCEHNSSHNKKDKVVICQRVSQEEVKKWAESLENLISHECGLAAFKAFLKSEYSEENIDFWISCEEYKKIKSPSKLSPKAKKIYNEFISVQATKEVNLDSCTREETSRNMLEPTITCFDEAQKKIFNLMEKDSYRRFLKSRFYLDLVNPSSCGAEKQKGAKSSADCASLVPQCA
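MLSMR compounds (23 nl, pin-transferred) preincubated 10 min at room temperature with a 500nM (2x) first reagent, then RGS4 at 900nM (2x) plus Transcreener GDP mix added; fluorescence polarization (620/688 nm) read before and after 90 min at 30 °C.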
JMJD2A Tudor inh – JMJD2A Tudor domain (human) inhibition | AID 504339 | hit rate 4.4% among 390,000 | AlphaScreen JMJD2A-Tudor / H3K4me3 peptide binding | Potency, µM (top dose mostly 114 µM), for the others: at the top dose activity change, negative = inhibition, hits mostly inhibitors | O75164; also: potency is read from the fitted curve at half-maximal effect; % is scaled to controls: 0 for no effect and ±100 for the full control effect; nearly all actives have a fitted effect of over 50% in size
GLS inh – inhibitors of human glutaminase (GLS); GLS enzymatic activity, qHTS titration; Potency, µM (series often up to 45.5 µM), for inactives: at the highest dose activity change, negative = inhibition, most hits filed as inhibitors; hit rate 0.21% among 410,000; AID 624170; also: potency is read from the fitted curve at half-maximal effect; % is scaled to controls: 0 for no effect and ±100 for the full control effect
Target sequence (O94925 whole entry, looked up): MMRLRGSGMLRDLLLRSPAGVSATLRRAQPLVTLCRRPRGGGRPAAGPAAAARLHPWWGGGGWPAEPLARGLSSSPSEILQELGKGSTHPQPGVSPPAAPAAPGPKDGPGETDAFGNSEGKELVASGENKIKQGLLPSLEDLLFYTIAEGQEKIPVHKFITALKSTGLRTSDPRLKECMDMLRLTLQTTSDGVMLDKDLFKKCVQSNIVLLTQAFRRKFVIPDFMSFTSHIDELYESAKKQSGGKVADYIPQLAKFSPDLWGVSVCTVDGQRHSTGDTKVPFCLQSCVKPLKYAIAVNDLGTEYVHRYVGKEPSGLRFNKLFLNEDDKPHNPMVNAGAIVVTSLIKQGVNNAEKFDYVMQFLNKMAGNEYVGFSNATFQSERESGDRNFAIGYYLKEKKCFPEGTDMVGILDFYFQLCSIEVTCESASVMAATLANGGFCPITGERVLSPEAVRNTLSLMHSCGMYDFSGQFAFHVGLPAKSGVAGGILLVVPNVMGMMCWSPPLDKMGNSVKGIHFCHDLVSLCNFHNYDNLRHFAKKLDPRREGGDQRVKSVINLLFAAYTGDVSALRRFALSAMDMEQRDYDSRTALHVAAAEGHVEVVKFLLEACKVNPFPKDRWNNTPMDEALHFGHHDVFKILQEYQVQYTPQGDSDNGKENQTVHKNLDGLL
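hKGA in 45 mM KH2PO4 (pH 8.2), 0.02% Tween-20 with compound, then 1mM L-Glutamine (stock as added) plus glutamate oxidase/HRP/Amplex red coupling mix. Fluorescence read initially and after 30 min at RT; signal change reflects glutamate formation.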
12-LOX inh – blocks human arachidonate 12S-lipoxygenase. hit rate 1.1% among 580,000. purified 12hLO, xylenol orange hydroperoxide absorbance. Potency, µM (titrated, usually from 108 µM), for inactives: at the highest dose activity change, negative = inhibition, most hits filed as inhibitors. AID 1671190. P18054; also: potency is read from the fitted curve at half-maximal effect; % is scaled to controls: 0 for no effect and ±100 for the full control effect
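Hydroperoxide product was detected by ferrous iron/xylenol orange as the 573 to 405 nm absorbance ratio. Arachidonic acid at 40 uM (final) was turned over for 30 min at room temperature by 150 nM human 12hLO, pH 7.0 Hepes buffer, after 15 min compound preincubation.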
HP1b chromo inh – inhibitors of HP1-beta chromodomain binding to methylated histone tails. AlphaScreen HP1-beta / biotin-H3K9me3 peptide binding. hit rate 0.56% among 390,000. AID 540317. Potency, µM (titrated, usually from 114 µM), for inactives: top-dose activity change, negative = inhibition, usual class: inhibitors. P83916; also: potency is read from the fitted curve at half-maximal effect; nearly all actives have a fitted effect of over 70% in size; inactives centre near 23
Target sequence (P83916 whole entry, looked up): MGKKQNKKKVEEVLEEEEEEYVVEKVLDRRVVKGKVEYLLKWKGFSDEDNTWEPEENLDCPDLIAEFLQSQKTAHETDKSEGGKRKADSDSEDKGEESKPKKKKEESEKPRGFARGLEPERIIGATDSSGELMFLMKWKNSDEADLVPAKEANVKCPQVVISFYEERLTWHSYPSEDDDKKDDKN
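HP1-beta protein (50 nM final) preincubated 30 min at room temperature with biotinylated H3(1-18)K9me3 peptide (50 nM) in PBS pH 7.4, 0.01% Tween-20, then compound added for 30 min. AlphaScreen streptavidin donor/nickel chelate acceptor beads (10 ug/mL final), 30 min dark, luminescence read.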
PI4K2A inh – inhibitors of human PI4K2A; Q9BTU6; activity change, negative = inhibition, % at 76.9 µM; hit rate 0.13% among 420,000; purified PI4K2A, ADP-Glo luminescence, 1 h; stronger effect = lower value; in the data active = activity change below about -50%; inconclusive = mostly about -30% to -49%;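 also: -100% = wells without enzyme as full effect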
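Compounds are screened against recombinant PI4K2A using PI as substrate and ATP, the latter dispensed at 300 microM. Reactions run one hour at ambient temperature before ADP-Glo detection; full inhibition defined by wells lacking enzyme.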
* marks the source's active call; other numbers are inactive results; ? = inconclusive; nt = not tested or not shown; [ ] = dose if it differs, or a comment. Unless noted, calls follow the shape of the dose curve; as a rule, active = well fitted curve in the direction sought with a large enough effect; inconclusive = small, poorly fitted or top-dose-only effect, or another doubt; inactive = no such curve, though single readings can be large; an effect the other way counts as inactive or inconclusive.

HP1b chromo inh	RGS4 inh	JMJD2A Tudor inh	PI4K2A inh	ERG-DNA inh	GLS inh	BAZ2B block	12-LOX inh	G9a inh	SMILES
49%[activator]	6%	-6%	-1	3%	13%	nt	9%	nt	O=C(O)C1Nc2ccc(C(F)(F)F)cc2C2OCCC12 (stereo unspecified)
41%[activator]	-26%	1%	-2	4%	-9%	-9%	3%	-3%	COc1cccc(NC(=O)N2CCCC2C(=O)NC23CC4CC(CC(C4)C2)C3)c1 (stereo unspecified)
?	-20%	-28%	2	-1%	2%	-6%	-14%	17%	COC(=O)c1ccccc1NC(=O)c1cn(-c2ccc(C)c(C)c2)c(=O)c2ccccc12
22%	-22%	-22%	1	-1%	1%	?	443%[activator]	30%	Cc1ccc(S(=O)(=O)N2CCN(Cc3nc4ccccc4[nH]3)CC2)cc1C
33%	-8%	-8%	4	3%	6%	-33%	?	-7%	Cc1ccc2[nH]c(=O)c(COC(=O)c3ccccn3)cc2c1
18%	-7%	2%	5	-7%	11%	-13%	-3%	6%	Cc1ccc(C)c(NC(=O)CN(C)C(=O)c2cccc(S(=O)(=O)N(C)C)c2)c1
-3%	19%	-14%	0	2%	2%	1%	-15%	5%	COc1ccc(NC(=O)c2ccco2)cc1S(=O)(=O)N1CCOCC1
5%	-45%	-26%	10	9%	6%	-38%	0%	?	CCOC(=O)C1=C(C)NC2=C(C(=O)CC(C)(C)C2)C1c1ccc2c(c1)CCCN2C (stereo unspecified)
51%	-37%[11.4 µM]	12%[11.4 µM]	-12	-4%	-2%	-24%[57.1 µM]	0%	25µM*	O=C(Cc1ccccc1)Nc1nc(=O)c2ccccc2s1
40%	?	28µM*	1	11%	66%[activator]	-30%	-30%	?	O=C(c1ccco1)N1CCN(Cc2nnnn2CC2CCCO2)CC1 (stereo unspecified)
47%[activator]	6%	10%	3	11%	1%	?	-2%	nt	CC(C)(C)NC(=O)C(c1ccc(Cl)cc1)N(CCO)C(=O)c1snc(C(N)=O)c1N (stereo unspecified)
33%	-16%	2%	-2	3%	21%	-2%	0%	?	N#Cc1c(NC(=O)c2ccccc2)sc2c1CCC2
30%	54%[activator]	4%	-3	-4%	2%	-6%	15%	-45%	CCOC(=O)Cc1c(C)nc(-c2ccccc2)[nH]c1=O
29%	-1%	-9%	-2	nt	8%	9%	-13%	10%	O=C(Nc1ccc2oc(-c3cccc(F)c3)nc2c1)c1ccccc1F
-6%	-3%	-30%	-1	-2%	-3%	-21%	-6%	-38%[59 µM]	COc1ccc(CNC(=O)c2sc3nc4n(c(=O)c3c2C)CCC4)cc1
33%	-9%	-14%	1	10%	1%	12%	?	-1%	CC(C)C(OC(=O)c1ccco1)C(=O)NCc1cccs1 (stereo unspecified)
45%[activator]	4%	-12%	3	-7%	5%	-22%	-8%	0%	COc1ccccc1CCn1cnc2c3cc(C)ccc3n(C)c2c1=O
17%	-6%	-2%	3	-6%	3%	-2%	-1%	8%	Fc1ccc2nc(Nc3ccccc3)sc2c1
8%	13%	-12%	1	-1%	0%	6%	-23%	7%	CCc1ccc(NC(=O)CN(C(=O)N2CCN(CC)CC2)S(=O)(=O)c2ccc(C)cc2)cc1
26%	-20%	-4%	-1	-7%	-11%	0%	-11%	6%	Cc1ccc(C)c(N2CC(C(=O)Nc3cc(C)on3)CC2=O)c1 (stereo unspecified)
24%	1%	-4%	-6	-10%	1%	8%	-16%	11%	COc1ccc(N(CC(=O)N2CCc3ccccc3C2)S(=O)(=O)c2c(C)[nH]c(=O)[nH]c2=O)cc1
-3%	-18%	?	-4	4%	30%	-33%	151%[activator]	?	CCOc1cc(N2CCOCC2)c(OCC)cc1NC1=NCCCCC1
26%	7%	-15%	6	3%	1%	nt	0%	-1%	Cc1ccc2nc(C)cc(Cl)c2c1
17%	-10%	-17%	-1	-7%	8%	-3%	-22%	12%[59 µM]	O=C(c1cc2c(=O)oc3ccccc3c2s1)N1CCOCC1
26%	17%	-20%	6	-1%	-3%	4%	-2%	-8%	CN(Cc1ccccc1)C(=O)CSc1cc(=O)n(C)c2ccccc12
23%	6%	-12%	3	0%	1%	-6%	-13%	-4%[59 µM]	O=C(c1ccccc1)N(Cc1ccco1)Cc1cccs1
20%	-10%	5%	-3	2%	nt	-20%	-1%	-35%[59 µM]	Cc1noc(C)c1C(=O)OCC(=O)/C=C1\N(C)c2ccccc2C1(C)C
18%	15%	-13%	10	-2%	1%	-11%	?	5%[59 µM]	CCOc1ccc(C2C(=O)N(C3CCCCCC3)CC(=O)N2CCC2=CCCCC2)cc1OC (stereo unspecified)
25%	-2%	-10%	-4	0%	1%	-1%	-8%	5%[59 µM]	Cn1c(=O)oc2cc(S(=O)(=O)N3CCC(C(=O)Nc4ccc(OC(F)(F)F)cc4)CC3)ccc21
57%[activator]	9%	-10%	2	-2%	-6%	4%	-26%	-4%[59 µM]	CSc1nc2c(sc3ccccc32)c(=O)n1Cc1ccc(C)cc1

Retrieved by structure from the list above, 2 records:
HP1b chromo inh	RGS4 inh	JMJD2A Tudor inh	PI4K2A inh	ERG-DNA inh	GLS inh	BAZ2B block	12-LOX inh	G9a inh	SMILES
40%	?	28µM*	1	11%	66%[activator]	-30%	-30%	?	O=C(c1ccco1)N1CCN(Cc2nnnn2CC2CCCO2)CC1 (stereo unspecified)
20%	-10%	5%	-3	2%	nt	-20%	-1%	-35%[59 µM]	Cc1noc(C)c1C(=O)OCC(=O)/C=C1\N(C)c2ccccc2C1(C)C

Of the compounds above, these have an aryl methoxy group:
HP1b chromo inh	RGS4 inh	JMJD2A Tudor inh	PI4K2A inh	ERG-DNA inh	GLS inh	BAZ2B block	12-LOX inh	G9a inh	SMILES
41%[activator]	-26%	1%	-2	4%	-9%	-9%	3%	-3%	COc1cccc(NC(=O)N2CCCC2C(=O)NC23CC4CC(CC(C4)C2)C3)c1 (stereo unspecified)
-3%	19%	-14%	0	2%	2%	1%	-15%	5%	COc1ccc(NC(=O)c2ccco2)cc1S(=O)(=O)N1CCOCC1
-6%	-3%	-30%	-1	-2%	-3%	-21%	-6%	-38%[59 µM]	COc1ccc(CNC(=O)c2sc3nc4n(c(=O)c3c2C)CCC4)cc1
45%[activator]	4%	-12%	3	-7%	5%	-22%	-8%	0%	COc1ccccc1CCn1cnc2c3cc(C)ccc3n(C)c2c1=O
24%	1%	-4%	-6	-10%	1%	8%	-16%	11%	COc1ccc(N(CC(=O)N2CCc3ccccc3C2)S(=O)(=O)c2c(C)[nH]c(=O)[nH]c2=O)cc1
18%	15%	-13%	10	-2%	1%	-11%	?	5%[59 µM]	CCOc1ccc(C2C(=O)N(C3CCCCCC3)CC(=O)N2CCC2=CCCCC2)cc1OC (stereo unspecified)

New compounds follow:
HP1b chromo inh	RGS4 inh	JMJD2A Tudor inh	PI4K2A inh	ERG-DNA inh	GLS inh	BAZ2B block	12-LOX inh	G9a inh	SMILES
5%	11%	-23%	0	-3%	-2%	-21%	-18%	-24%[12.7 µM]	CC1C(c2ccccc2)N(C)C(c2ccccc2)CC1(O)c1ccccc1 (stereo unspecified)
17%	-26%	-11%	-1	-3%	-10%	nt	-6%	nt	C[C@H](CO)N1C[C@H](C)[C@@H](CN(C)C(=O)NC2CCCCC2)Oc2c(NS(=O)(=O)c3cn(C)cn3)cccc2C1=O
-5%	4%	-13%	-2	-1%	11%	-26%	0%[57.4 µM]	15%[2.33 µM]	c1nc(COc2nsnc2N2CCOCC2)cs1
20%	-15%	-12%	4	2%	?	-2%	0%	25%[59 µM]	CCOC(=O)NC(=O)COC(=O)CNC(=O)c1cccc(OC)c1
51%[activator]	3%[56.9 µM]	-9%	10	6%	-15%	-6%	1%	nt	NC(=O)c1ccc(NC(=O)COC(=O)c2ccc([N+](=O)[O-])cc2)cc1
34%	-18%	-21%	-12	-13%	-2%	-5%	?	25%[12.7 µM]	CCNc1ccc(C(=O)OCC(=O)Nc2cc(C)on2)cc1[N+](=O)[O-]
58%[activator]	-7%	8%	-5	10%	-2%	1%	-29%	?	COc1ccc(CNC(=O)c2cc(C3CC3)nc3c2cnn3C(C)C)cc1
36%[activator]	17%	-21%	4	0%	5%	-2%	3%	12%	O=C(Nc1cc(Cl)ccc1N1CCOCC1)c1ccco1
?	-54%	-30%	3	1%	?	-34%	?	16µM*	CCCCNC(=O)c1sc(=S)n(-c2ccccc2OC)c1N
1%	26%	-26%	-4	1%	0%	-8%	0%	17%	O=C(c1ccsc1)N1CCCC(N2CCN(c3cccc(Cl)c3)CC2)C1 (stereo unspecified)
53%[activator]	33%	47%[activator]	0	-2%	4%	34%	0%	5%[59 µM]	CCSc1nnc(-c2ccc(Cl)cc2Cl)o1
17%	5%	-8%	2	nt	-9%	-2%	21%	39%[59 µM]	COc1ccccc1NC(=O)c1sc2ncn(Cc3cccc(C)c3)c(=O)c2c1C

Only part of the results is shown; the hit share may differ from the screen's.
